Screening data deposited in PubChem BioAssay by several laboratories.
FXIIa inh 1536: human FXIIa protease inhibitors, primary screen, biochemical, 1536-well | AID 800, 2007 | actives 0.3% (n = 220,000) | inhibition, % at 5 µM | purified FXIIa, Boc-QGR-AMC fluorogenic substrate, 2 h | Coagulation factor XII (Homo sapiens), P00748; in the data active = inhibition above about 40%;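 also: 0% = enzyme with no compound and 100% = blank without enzyme; many of its hits are not listed in these tables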
Target sequence (P00748 20-372 limits assumed): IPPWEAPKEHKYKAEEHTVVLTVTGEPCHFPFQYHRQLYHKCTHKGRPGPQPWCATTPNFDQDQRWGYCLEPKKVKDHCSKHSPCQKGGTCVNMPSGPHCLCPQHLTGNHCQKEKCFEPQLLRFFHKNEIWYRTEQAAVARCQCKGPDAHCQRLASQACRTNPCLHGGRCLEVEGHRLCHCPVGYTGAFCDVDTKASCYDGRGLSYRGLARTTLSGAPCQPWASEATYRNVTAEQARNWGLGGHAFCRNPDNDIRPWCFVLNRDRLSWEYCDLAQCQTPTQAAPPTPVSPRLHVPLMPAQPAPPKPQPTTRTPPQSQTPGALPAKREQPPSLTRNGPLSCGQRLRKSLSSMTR
Target sequence (P00748 373-615 limits assumed): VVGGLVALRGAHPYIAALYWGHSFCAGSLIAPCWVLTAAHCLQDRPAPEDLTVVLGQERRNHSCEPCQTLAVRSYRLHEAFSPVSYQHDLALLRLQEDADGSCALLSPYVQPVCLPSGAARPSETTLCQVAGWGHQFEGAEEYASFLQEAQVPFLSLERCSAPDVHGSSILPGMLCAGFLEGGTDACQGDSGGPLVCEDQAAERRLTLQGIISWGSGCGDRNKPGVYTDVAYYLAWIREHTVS
KLK5 inh: human KLK5 protease inhibitors, primary screen, biochemical, 1536-well; Kallikrein-5 (Homo sapiens), Q9Y337; recombinant hK5, fluorogenic AMC substrate cleavage; inhibition, % at 5 µM; actives 0.59% (n = 210,000); AID 873, 2007;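 active = inhibition of 40% or more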;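 also: 0% = enzyme controls without compound and 100% = no-enzyme blanks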
Target sequence (Q9Y337 67-293 limits assumed): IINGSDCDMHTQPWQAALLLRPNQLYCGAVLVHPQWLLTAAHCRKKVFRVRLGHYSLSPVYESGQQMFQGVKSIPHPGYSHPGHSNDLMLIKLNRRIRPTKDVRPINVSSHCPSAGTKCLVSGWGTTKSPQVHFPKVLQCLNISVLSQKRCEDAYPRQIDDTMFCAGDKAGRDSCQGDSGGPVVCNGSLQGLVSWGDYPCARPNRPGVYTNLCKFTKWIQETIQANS
FXIa inh: human FXIa protease inhibitors, primary screen, biochemical, 1536-well; Coagulation factor XI (Homo sapiens), P03951; purified FXIa, Boc-Glu-Ala-Arg-AMC fluorogenic substrate; inhibition, % at 5 µM; actives 0.14% (n = 220,000); AID 798, 2007;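 active = inhibition of at least 40%; inactive = inhibition below 40%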;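 also: fluorescence of freed AMC excited at 355 nm; 0% = enzyme without compound and 100% = no enzyme blank; many of its hits are not listed in these tables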
Rad51 HR inh: human RAD51 strand exchange inhibitors, primary screen, biochemical, fluorescence; actives 0.085% (n = 200,000); hRad51 DNA strand exchange, fluorescence dequenching; AID 1385, 2008; DNA repair protein RAD51 homolog 1 (Homo sapiens), Q06609; inhibition, % at 10 µM;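 active = inhibition above 40% at the single screening dose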;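 also: 0% = DMSO control wells and 100% = blanks with heterologous ssDNA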
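Assay system: Human Rad51 nucleoprotein filaments preassembled on unlabelled ssDNA | Reagent: Donor/quencher-labelled 47-bp dsDNA substrate | Doses: One concentration, 10 µM final | Times: 37 °C 15-min filament assembly, 30-min compound preincubation, 15-min exchange | Technique: Fluorescein emission 520 nm, excitation 485 nm | Benchmarks: Plate control and blank wells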
Hck-Nef inh: inhibitors of Nef-activated human Hck kinase, primary screen, biochemical, Z-Lyte FRET, 384-well, Hck-YEEI. Tyrosine-protein kinase HCK (Homo sapiens), P08631. Recombinant Hck-YEEI plus Nef, Z-Lyte FRET kinase assay. inhibition, % at 20 µM. actives 0.68% (n = 220,000);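 active = Hck-Nef kinase inhibition above about 50%, limit read from the data; inactive = inhibition below that limit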;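 also: 0% = DMSO with Hck plus Nef and 100% = Hck alone without Nef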
L929 necroptosis: inhibitors of zVAD-triggered necroptosis, primary screen, L929 cells; L929 zVAD necroptosis rescue, ATP luminescence, 24 h; with zVAD 60 µM; actives 0.38% (n = 220,000); viability rescue, % at 10 µM; AID 1377, 2008;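 active = activation, scaled between plate controls, above about 75%, limit read from the data; inactive = activation under that limit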;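 also: 0% = zVAD with DMSO and 100% = DMSO alone without zVAD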
thrombin 1536: human alpha-thrombin inhibitors, primary screen, counter-screen for coagulation protease inhibitor project, biochemical, 1536-well, fluorogenic AMC substrate; Prothrombin (Homo sapiens), P00734; Boc-VPR-AMC fluorogenic substrate cleavage; inhibition, % at 5 µM; actives 0.26% (n = 220,000); AID 1046, 2008;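 active = inhibition at or above 40%; inactive = inhibition below 40%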;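 also: 0% = enzyme with no compound and 100% = wells without enzyme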
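Material: human alpha-thrombin enzyme / Medium: pH 7.5 Tris (50 mM) with NaCl 150 mM, Tween 20 0.05% / Compound: single-point dosing at 5 µM, 0.2% DMSO / Incubation: enzyme reaction carried out at room temperature / Detection: AMC fluorescence, 355/460 nm / Read-out basis: percent inhibition scaled between no-compound controls and no-enzyme blanks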
Cl transport mod: KCC2 cotransporter modulators, thallium flux, primary screen, cell-based, HEK293 KCC2, FluoZin-2 fluorescence, MLSMR. actives 2.2% (n = 190,000). Solute carrier family 12 member 5 (Homo sapiens), Q9H2X9. KCC2 cells, thallium flux FluoZin-2 fluorescence. AID 1456, 2008. B-score of Tl+ flux slope (higher = more flux/activation; lower = inhibition) at 10 µM;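 active = thallium flux slope and its plate-corrected score both differing from the plate sample mean at a set confidence after two filtering rounds, in either direction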;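 also: slope of fluorescence scaled to starting intensity during 10 to 20 s after thallium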
TNF necrop inh: inhibitors of TNF-alpha triggered necroptosis, primary screen, cell-based, Jurkat FADD-/-, single concentration; Jurkat FADD-/- TNF necroptosis rescue, ATP luminescence, 24 h; 0 = TNF only, 100 = no-TNF cells; actives 0.068% (n = 220,000); activation (protection from cell death), % at 10 µM;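 active = activation, meaning protection from cell death, of at least 50% relative to plate controls; inactive = activation below 50%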;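 also: necroptosis triggered by 40 ng/mL TNF-alpha added together with compound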
Numbers without * were called inactive; i = inactive; · = not tested or not shown. The list is partial, so the mix of outcomes need not match the whole.

SMILES	FXIIa inh 1536	KLK5 inh	FXIa inh	Rad51 HR inh	Hck-Nef inh	L929 necroptosis	thrombin 1536	Cl transport mod	TNF necrop inh
O=C(c1cc(C(=O)NCc2ccc(Cl)cc2)c(=O)n(Cc2ccc(Cl)cc2)c1)c1cc(F)ccc1O	2.9	-25.7	1.4	·	3.7	2.3	-2.4	0.149	4.6
O=P(Oc1ccccc1)(Oc1ccccc1)c1ccccc1	10.5	2.1	12.7	-26.6	-0.5	-0.2	-4.8	-2.15	-0.9
O=C(CCCCCn1c(=S)[nH]c2ccccc2c1=O)N1CCC2(CC1)OCCO2	5.1	-1.0	3.4	-11.4	0.4	-0.3	0.9	0.832	-0.1
O=C(C(=O)N1CCOCC1)c1cn(CCCOc2ccccc2)c2ccccc12	3.0	-3.1	-2.8	4.2	-11.7	0.5	-3.3	-0.196	0.6
O=C(CN1CCCCC1)NCC(=O)Nc1ccc(Br)cc1C(=O)c1ccccc1	-4.7	-0.6	-22.0	1.1	-0.4	-0.3	-6.8	-0.502	-4.0
CC(=O)c1c(O)n(C2CCCCCC2)c(=O)[nH]c1=O	7.2	-19.9	5.0	-4.0	-1.5	-0.1	-4.3	·	1.0
COC(=O)CCCNC(=O)CN1CC(c2ccccc2)CC1=O (centres undefined)	15.8	-4.5	-1.5	-5.6	-0.3	-0.2	0.0	0.11	0.3
CCN1CCN(c2nc3c(c(=O)[nH]2)CCCC3)CC1	-1.8	4.4	-3.5	6.1	-0.2	0.3	-2.9	·	0.6
CC12CN3CN(C1)CC(C)(C3)C2=NO	2.3	-8.2	4.7	-6.7	9.1	0.7	0.7	1.54	1.1
Cc1cccc(NC2=NCCCS2)c1C	5.1	6.6	-4.7	-5.1	-1.6	0.8	-3.8	0	5.3
COc1ccc(NC(=O)c2cc([N+](=O)[O-])ccc2N2CCNCC2)cc1	29.4	51.1*	22.6	-12.3	9.4	1.0	5.1	-0.0368	1.9
CCC(C)C1(CC)C(=O)NC(=O)N=C1N (centres undefined)	11.0	1.4	16.2	1.9	-0.6	0.2	3.5	0.141	1.1
CC12CC[C@H]3[C@@H](CCC4(O)C[C@H](O)CCC34/C=N/NC(=O)c3ccc(O)cc3)C1(O)CCC2C1=CC(=O)OC1 (some centres undefined)	4.2	2.4	2.0	6.2	19.8	1.1	-0.4	0.223	1.7
CCCCN1C(=O)NC(=O)C2(Cc3c(nc4c(C)cccn4c3=O)N3CCc4ccccc4C32)C1=O (centres undefined)	-13.9	-12.7	-13.5	·	0.5	-0.1	-1.5	0.0924	-0.9
CCCCC(=O)N/N=C/c1c(O)n(CCC2=CCCCC2)c(=O)[nH]c1=O	3.0	-24.9	1.6	·	4.9	2.5	-5.3	-0.84	-4.6
COc1cccc(C(=O)N2CCC3(CC2)OCCO3)c1	10.4	-2.5	-6.8	-4.1	5.1	0.1	-1.6	0.718	1.9
COc1ccc(N/N=C/c2c(O)n(-c3ccc(C)c(C)c3)c(=O)[nH]c2=O)cc1	21.7	-12.0	6.5	2.8	10.2	·	2.8	0.929	-7.8
O=C(C1CC(c2ccc(Cl)c(Cl)c2)=NO1)N1CCC2(CC1)OCCO2 (centres undefined)	47.9*	5.8	1.9	-9.6	4.1	-1.4	6.9	0.261	-0.6
O=P(O)(O)/C=C(\Cl)c1ccccc1	14.5	-2.3	-0.3	0.5	3.3	0.6	0.2	0.0739	0.5
Cc1ccc(S(=O)(=O)CC(C)(O)C(=O)Nc2cccc(C(F)(F)F)c2)cc1 (centres undefined)	9.3	-19.1	2.3	-1.5	0.6	0.6	1.5	·	-2.3
COC(=O)C(O)(c1c[nH]c2ccccc12)C(F)(F)F (centres undefined)	22.0	-15.5	4.9	-1.9	-0.5	0.0	0.7	0.686	0.9
CC(=O)c1c(C)n(Cc2ccccc2)c2ccc(O)cc12	6.6	0.4	2.6	·	3.4	-0.2	0.3	0.108	-4.8
Oc1ccc(CC2CC3CCN2CC3)cc1O (centres undefined)	8.2	-4.0	-0.6	-4.2	2.8	0.5	-8.9	·	1.1
CCN1C(=O)C(=Cc2cc(C)n(C3CC3)c2C)C(=O)N(CC)C1=S	2.0	-22.0	-0.1	·	-0.2	1.1	-7.0	1.54	0.3
O=Cc1c(C(=O)O)n(Cc2ccccc2Cl)c2ccccc12	7.5	-2.5	-1.0	10.8	-7.3	0.7	2.7	i	0.4
O=C1OC(c2ccc([N+](=O)[O-])cc2)=N/C1=C/N1CC2CC(C1)c1cccc(=O)n1C2 (centres undefined)	7.2	-0.3	0.2	·	-6.4	-0.1	-2.5	-5.16	1.1
COc1ccccc1-n1c(O)c(C=NCCN2CCNCC2)c(=O)[nH]c1=O	-0.7	-28.8	-12.3	-0.5	-0.5	0.5	-6.1	-0.327	-0.1
C[n+]1c(-c2ccccc2)cc(-c2ccc(O)cc2)cc1-c1ccccc1	8.8	-0.4	4.8	13.1	19.2	-0.5	0.1	-0.472	-0.8
CN1CCc2nc(SCc3cccc(Br)c3)c(C#N)cc2C1	7.7	-2.4	3.5	11.0	6.3	0.5	-2.6	0.259	-2.7
CCCC(=O)N(C)C1=Nc2ccc(Cl)cc2C(c2ccccc2)=[N+]([O-])C1	6.6	-2.5	-1.5	-2.3	16.8	0.2	-2.9	-0.189	1.2
CC12CCCCC1=[N+]([O-])CN2O (centres undefined)	-1.4	3.3	-1.4	-1.7	0.1	1.3	-0.7	-0.0338	-0.7
CNCC1(c2ccccc2)CCCC1	-9.3	1.5	-7.8	-2.9	-0.6	-0.4	-6.9	0.732	-0.7
COc1ccc(-c2cc(-c3ccccc3)[n+](C)c(-c3ccccc3)c2)cc1	3.6	-4.7	-1.5	-1.9	14.0	-0.5	·	0.0133	-7.0
CCCCn1c(O)c(C(CC)=NCCCn2ccnc2)c(=O)[nH]c1=O	3.1	3.8	-12.8	-8.6	6.8	-0.8	-5.3	-0.547	2.5
Cc1sc2ncn(CC(=O)NCC(=O)N3CCC4(CC3)OCCO4)c(=O)c2c1C	8.1	-2.0	-3.0	·	-2.0	2.3	-8.1	0.349	-0.2
CCOC(=O)C(O)(c1ccc(N)c(OC)c1)C(F)(F)F (centres undefined)	-7.7	-8.0	-10.6	·	1.3	-0.1	-4.9	0.188	-3.2
CC(=O)OC1N=C(c2ccccc2)c2cc(C)ccc2NC1=O (centres undefined)	-10.3	1.6	0.1	-3.7	0.1	-0.4	-10.0	2.4	-1.0
CC(=O)c1cccc(NC2=NCC(C)S2)c1 (centres undefined)	14.1	-9.3	2.2	-0.5	0.3	0.6	-3.0	·	0.9
Cc1cc(N2C(=O)C3CCCN3C2c2sccc2C)no1 (centres undefined)	15.6	-9.7	8.1	-6.4	1.4	0.4	1.0	-0.675	-0.1
CNCCc1c(C)n[nH]c1C	12.0	-2.3	0.3	-4.2	-1.5	-0.2	0.4	·	-1.1
O=c1cccc2n1CC1CC2CN(C(c2cccc(F)c2)c2sc3ncnn3c2O)C1 (centres undefined)	24.8	-1.5	14.6	-3.7	1.6	0.6	-2.7	0.881	-1.0
COC(=O)C1C=C2c3cccc4[nH]cc(c34)CC2N(C)C1 (centres undefined)	13.9	8.1	9.4	·	23.8	-0.7	2.9	0.201	-3.9
CC(Cc1cccs1)NCc1ccc(Cl)cc1 (centres undefined)	11.3	4.0	2.7	5.6	-4.4	1.5	1.4	0.00397	2.4
Cc1ccc(S(=O)(=O)N2CCCC2c2cccnc2)cc1 (centres undefined)	12.3	-7.4	1.7	-5.1	2.7	-0.7	-2.2	0.598	0.7
CCOC(=O)C(C)(CC)NC(=O)CSP(=S)(OCC)OCC (centres undefined)	5.5	-4.0	4.7	3.9	-0.2	0.1	3.9	-0.748	-0.1
CCN1CCN(C(=O)Cc2coc3ccc4ccccc4c23)CC1	5.3	-22.3	4.0	-4.0	2.1	-0.7	-1.9	-0.504	2.4
Cc1cc(C(=O)CS(=O)(=O)c2ccccc2)cc(C)c1OC(=O)N(C)C	5.0	-2.8	-5.5	1.4	27.4	0.5	-13.0	0.00923	-0.3
CC(=NCc1ccco1)c1c(O)n(-c2ccc(Cl)cc2)c(=O)[nH]c1=O	6.4	-5.5	3.7	20.9	-7.0	2.3	-4.3	0.175	5.4
Cc1ccc(-n2c(-c3ccc([N+](=O)[O-])cc3)nc3ccccc3c2=O)cc1	7.2	-3.3	-1.6	10.2	0.3	0.5	-11.6	0.705	2.0
CN1CCN(c2ccc(C=O)cc2)CC1	11.2	-6.3	3.4	2.4	-2.0	0.9	0.3	·	0.1
Cc1nc2cc(C(F)(F)F)ccc2n1C1CCN(Cc2nnnn2Cc2ccc3c(c2)OCO3)CC1	18.8	-13.7	16.6	4.6	0.9	-0.2	-8.2	-4.7*	-3.2
COC(=O)C(O)(c1ccc2c(c1)CCCN2)C(F)(F)F (centres undefined)	15.4	-15.8	6.6	5.0	-2.1	0.7	3.7	0.468	0.9
O=C1CSC2(CN3CCC2CC3)N1 (centres undefined)	7.5	-21.0	-11.0	·	-3.5	0.1	0.2	0.655	-0.7
O=C(COC(=O)Cc1ccccc1)Nc1ncc(Cl)cc1Cl	12.5	-12.2	4.1	-3.2	-2.2	0.3	7.0	-0.229	0.6
CCN1C(=O)C(=C2C=C(C)N(Cc3ccco3)C(C)=C2)C(=O)N(CC)C1=S	7.5	-3.3	-8.0	7.1	20.3	0.5	-21.6	-1.3	3.7
